Pin1 inhibitor: human Pin1 inhibition. Q13526. Pin1 FP peptide displacement, HiFluor488, 10 min. Potency, µM (doses to about 115 µM), without a hit: top-dose activity, negative = inhibition, usual class: inhibitors. 0.009% of 390,000 active. AID 504891; active means well fitted inhibition curve with a large enough effect in the polarisation, with a control signal flat, not every such curve was filed as active; inconclusive means small, poorly fitted or top-dose-only effect, or effect the other way, or a change in a side signal; inactive means no such curve, though single readings can be large or run the other way; the % refers to the polarisation; further: potency means the concentration at half of the fitted maximal effect; on the % scale 0 is the no-effect control and ±100 the full control effect
GLS inh: blocks human kidney-isoform glutaminase activity; O94925; GLS enzymatic activity, qHTS titration; Potency, µM (top dose mostly 45.5 µM), for the others: at the highest dose activity change, negative = inhibition, most hits filed as inhibitors; 0.21% of 410,000 active; further: potency means the concentration at half of the fitted maximal effect; on the % scale 0 is the no-effect control and ±100 the full control effect
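Compounds were pin-transferred onto hKGA, after which L-glutamine (1 mM solution) and a detection mix of glutamate oxidase, HRP and Amplex Red were added. Initial and 30 min RT fluorescence reads were collected.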
IDH1 R132H inh: human IDH1 R132H inhibition; IDH1-R132H enzyme, NADPH consumption, diaphorase/resazurin fluorescence; O75874; 0.093% of 390,000 active; AID 602179; Potency, µM (doses to about 76.6 µM), for the others: at the highest dose activity change, negative = inhibition, hits mostly inhibitors; further: potency means the concentration at half of the fitted maximal effect; on the % scale 0 is the no-effect control and ±100 the full control effect; nearly all actives have a fitted effect of over 65% in size
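IDH1-R132H (0.5 ug/mL) preincubated 30 min with compound, then NADPH (0.016 mM) and alpha-KG (2 mM) added; 80 min at RT, pH 7.5. Remaining NADPH coupled via diaphorase/resazurin to fluorescence (540/590 nm); concentration-response curves normalized to no-enzyme control.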
rTrxR1 inhibitor: blocks rat thioredoxin reductase 1; AID 588453; Potency, µM (titrated, usually from 114 µM), inactives show top-dose activity change, negative = inhibition, actives largely listed as inhibitors; recombinant rTrxR1, NADPH fluorescence consumption, selenite substrate; 1% of 390,000 active; O89049; further: potency means the concentration at half of the fitted maximal effect; on the % scale 0 is the no-effect control and ±100 the full control effect; nearly all actives have a fitted effect of over 65% in size
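Rat TrxR1 (90 nM in the dispensed reagent) was pre-reduced with 400 uM NADPH for 5 min at room temperature, then incubated with compound for 15 min. After 400 uM selenite was added, NADPH fluorescence (Ex 340/Em 450 nm) was followed for 8 min.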
TrxR1 substrate: rat thioredoxin reductase 1 substrate activity; purified TrxR1 substrate turnover, NADPH consumption readout; AID 588456; Potency, µM (highest dose often 114 µM), without a hit: at the top dose activity change, negative = substrate turnover; O89049; 0.01% of 390,000 active; further: potency means the concentration at half of the fitted maximal effect; on the % scale 0 is the no-effect control and ±100 the full control effect; nearly all actives have a fitted effect of over 50% in size
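Rat TrxR1, dispensed at 90 nM, was prereduced with 400 uM NADPH (final) for 5 min at ~22 deg C, then incubated with compound 15 min before 400 uM selenite. A first-read NADPH fluorescence drop versus no-compound background flagged substrates.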
PI4K2A block: PI4K2A (human) kinase inhibition; Q9BTU6; purified PI4K2A, ADP-Glo luminescence, 1 h; active compounds read low; activity change, negative = inhibition, % at 76.9 µM; 0.13% of 420,000 active; in the data active means activity change below about -50%; inconclusive means mostly about -30% to -49%;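 further: -100% = wells without enzyme as full effect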
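In this quantitative HTS, ADP production by PI4K2A was quantified luminescently after 1 h at ambient temperature; 100 microM adenosine served as plate-quality control.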
HP1b chromo inh: blocks HP1-beta chromodomain binding to methylated histone tails; AlphaScreen HP1-beta / biotin-H3K9me3 peptide binding; 0.56% of 390,000 active; Potency, µM (titrated, usually from 114 µM), inactives show at the highest dose activity change, negative = inhibition, hits mostly inhibitors; AID 540317; further: potency means the concentration at half of the fitted maximal effect; nearly all actives have a fitted effect of over 70% in size; inactives centre near 23
Target sequence (P83916 whole entry, looked up): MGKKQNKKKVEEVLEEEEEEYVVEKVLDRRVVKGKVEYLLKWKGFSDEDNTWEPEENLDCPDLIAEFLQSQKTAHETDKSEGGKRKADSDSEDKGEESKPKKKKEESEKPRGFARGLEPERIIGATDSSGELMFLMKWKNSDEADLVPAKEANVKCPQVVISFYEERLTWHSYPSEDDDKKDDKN
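HP1-beta protein (50 nM final) preincubated 30 min at room temperature with biotinylated H3(1-18)K9me3 peptide (50 nM) in PBS pH 7.4, 0.01% Tween-20, then compound added for 30 min. AlphaScreen streptavidin donor/nickel chelate acceptor beads (10 ug/mL final), 30 min dark, luminescence read.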
Tb PGK inh: inhibitors of T. brucei phosphoglycerate kinase; 0.043% of 380,000 active; Potency, µM (titrated, usually from 57.5 µM), for the others: at the top dose activity change, negative = inhibition, hits mostly inhibitors; PGK/GAPDH coupled, Kinase-Glo luminescence, 60 min; further: potency means the concentration at half of the fitted maximal effect; on the % scale 0 is the no-effect control and ±100 the full control effect; nearly all actives have a fitted effect of over 60% in size
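Luminescent ATP detection (Kinase-Glo Plus) follows a 60-minute room-temperature incubation, with wells lacking PGK as controls. Buffer: 100 mM TEA (pH 7.6), 5 mM MgCl2, 0.01% Tween-20. Coupling enzyme GAPDH (100 nM final) supplies unstable 1,3-BPG in-well.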
USP1-UAF1 inh: inhibitors of human USP1/UAF1 deubiquitinase; recombinant USP1/UAF1, Ub-Rhodamine cleavage fluorescence; 0.23% of 390,000 active; AID 743255; Potency, µM (highest dose often 57.1 µM), inactives show at the top dose activity change, negative = inhibition, hits mostly inhibitors; further: potency means the concentration at half of the fitted maximal effect; on the % scale 0 is the no-effect control and ±100 the full control effect; nearly all actives have a fitted effect of over 60% in size; inactives centre near -12
Target sequence (O94782 whole entry, looked up): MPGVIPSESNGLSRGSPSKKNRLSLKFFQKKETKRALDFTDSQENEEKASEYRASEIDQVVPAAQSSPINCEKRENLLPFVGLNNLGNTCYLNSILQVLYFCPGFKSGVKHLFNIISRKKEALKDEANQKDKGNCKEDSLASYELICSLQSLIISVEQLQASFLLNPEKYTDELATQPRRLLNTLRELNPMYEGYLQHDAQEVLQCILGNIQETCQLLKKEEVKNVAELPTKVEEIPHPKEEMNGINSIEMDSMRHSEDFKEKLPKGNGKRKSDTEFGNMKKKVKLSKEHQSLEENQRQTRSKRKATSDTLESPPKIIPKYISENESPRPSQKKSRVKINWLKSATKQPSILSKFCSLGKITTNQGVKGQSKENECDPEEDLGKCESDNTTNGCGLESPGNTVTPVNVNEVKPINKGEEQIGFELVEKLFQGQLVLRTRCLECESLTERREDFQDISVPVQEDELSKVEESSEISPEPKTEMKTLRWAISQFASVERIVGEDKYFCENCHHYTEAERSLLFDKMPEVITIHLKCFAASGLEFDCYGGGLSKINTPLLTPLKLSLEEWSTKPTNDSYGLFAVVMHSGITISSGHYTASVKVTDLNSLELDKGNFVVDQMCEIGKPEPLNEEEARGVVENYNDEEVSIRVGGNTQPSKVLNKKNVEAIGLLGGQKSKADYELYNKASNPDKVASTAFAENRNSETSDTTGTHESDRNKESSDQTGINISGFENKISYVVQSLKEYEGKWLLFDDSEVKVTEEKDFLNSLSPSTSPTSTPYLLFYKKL
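In this screen, compounds sit with the deubiquitinase complex (1nM) for 15 min at room temperature before Ub-Rho is added at 150nM final. Fluorescence rise is then followed for 6 reads every 60 seconds.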
Numbers without * were called inactive; i = inactive; ? = inconclusive; & = joins results of further samples; [ ] = remark or other dose. Unless noted, the call rests on the fitted dose curve; in most records, active means well fitted curve in the direction sought with a large enough effect; inconclusive means small, poorly fitted or top-dose-only effect, or another doubt; inactive means no such curve, though single readings can be large; an effect the other way counts as inactive or inconclusive. Some of the compounds tested; the hit share may differ from the screen's.

nr | molecule | Pin1 inhibitor | GLS inh | IDH1 R132H inh | rTrxR1 inhibitor | TrxR1 substrate | PI4K2A block | HP1b chromo inh | Tb PGK inh | USP1-UAF1 inh
1 | Cc1cccc(C(=O)NCC(c2ccco2)N2CCc3ccccc32)c1 (centres undefined) | 6% | 21% | 0% | 0%[57.1 µM] | -2%[57.1 µM] | 5 | -14% | -6% | -23%
2 | CC(=O)Nc1cc(S(=O)(=O)Nc2cccc(C)c2)c(C)cc1C | -4% | -4% | -2% | 15%[57.1 µM] | 1%[57.1 µM] | -13 | 22% | -6% | -15%
3 | CCCCCC(=O)Nc1c(-c2ccc(OC)cc2)c(=O)c2ccccc2n1C | -4% | 4% | 0% | 3% | 40%[activator] | 4 | 14% | i | -10%
4 | CCSc1ncnc2sc3c(c12)CCC3 | 0% | 4% | 6% | 7% | 11% | 1 | 111%[activator] | 4% | -8%
5 | CCNc1nc(Cl)nc(N(NC(C)=O)C(C)C)n1 | -14% | 0% | -5% | 18% | 2% | 2 | 30% | 2% | -14%
6 | Cc1c(NC(=O)COC(=O)CSc2ccc([N+](=O)[O-])cc2)c(=O)n(-c2ccccc2)n1C | 2% | 7% | 2% | -6% | -9% | -6 | 21% | -1% | -18%
7 | COCCNC(=O)C1CCC(CNS(=O)(=O)c2cccc3nsnc23)CC1 (centres undefined) | -2% | 4% | -8% | 0% | -6% | -1 | 74%[activator] | 2% | -13%
8 | Cn1c(=O)n(C)c2cc([N+](=O)[O-])c(N3CCN(C(=O)c4cccc(F)c4)CC3)cc21 | 16% | -25% | -2% | 34%[57.1 µM] | 5%[57.1 µM] | -9 | -1% | -6% | -11%
9 | O=C(NCc1ccccc1)c1ccc2c(c1)C(=O)N(CC1CCCO1)C2=O (centres undefined) | 0% | 1% | -4% | 12% | -2% | 0 | 22% | -4% | -7%
10 | COCCCN(Cc1ccco1)C(=O)Cn1ncc2c([nH]c3ccccc32)c1=O | 14% | -1% | 0% | 5% | 7% | -3 | 26% | -5% | -22%
11 | Cn1c(C(=O)OC(C(=O)NC2CCCCC2)c2ccncc2)cc2sccc21 (centres undefined) | 0% | -6% | -13% | 13%[57.1 µM] | -1%[57.1 µM] | 6 | -4% | -1% | 4%
12 | COC(=O)c1ccccc1NC(=O)COC(=O)CSc1nnc(N)s1 | 15% | 1% | 3% | 26% | 5% | 0 | 25% | -3% | -22%
13 | O=C1N[C@@H](Cc2ccccc2)C(=O)N2[C@@H]3N(S(=O)(=O)c4ccc(F)cc4)c4ccccc4[C@]3(Br)C[C@@H]12 | -4% | -2% | -3% | 4%[57.1 µM] | 4%[57.1 µM] | 2 | 17% | 5% | 22%
14 | CC(C)N(Cc1nc(-c2ccc(Cl)cc2)no1)C(=O)/C=C/c1ccccc1 | 3% | 3% | -2% | -2% | -8% | 1 | 52%[activator] | 0% | -4%
15 | CS(=O)(=O)Nc1nnc(C2CCCC2)s1 | -2% | 6% | 4% | 18%[11.4 µM] | 14% | 3 | -5% | 3% | ?
16 | O=C(CN1CCN(S(=O)(=O)c2cccc(Br)c2)CC1)NCCc1cccs1 | 0% | -1% | 0% | -7% | 2% | -1 | 53%[activator] | -4% | -12%
17 | Cc1nnc(SCc2ccccc2)n1CC1CCCO1 (centres undefined) | 1% | -14% | 0% | 11% | 8% | 2 | 34%[activator] | 8% | -8%
18 | O=C(Cn1c(=O)oc2cc(S(=O)(=O)N3CCCC3)ccc21)N1CCN(c2ccccc2F)CC1 | 9% | -3% | 0% | 19% | -1% | 3 | 34% | -6% | -12%
19 | O=C(CCCCCn1c(=S)[nH]c2ccsc2c1=O)NC1CCCCC1 | -1% | ? | 3% | 34% | 8% | -2 | 81%[activator] | i | -18%
20 | COc1cccc(CNC(=O)Cn2ccc3cc(S(=O)(=O)N4CCCCCC4)ccc32)c1 | 4% | 5% | -6% | 9% | -3% | -3 | 22% | 7% | -15%
21 | O=C(Nc1ccccc1)Nc1ccc(C(F)(F)F)cn1 | -2% | -1% | 0% | 18% | -4% | 6 | 51%[activator] | i | -17%
22 | Cc1ccc(S(=O)(=O)Nc2ccc(NC(=O)c3ccc(F)cc3)cc2)cc1 | -4% | 1% | 1% | 19% | -2% | 2 | 12% | -12% | 1%
23 | Cc1c(NC(=O)CSc2nnnn2-c2ccc(F)cc2)c(=O)n(-c2ccccc2)n1C | 3% | 3% | 6% | 11%[57.1 µM] | 4%[57.1 µM] | 6 | 26% | -8% | -7%
24 | O=C(NC1CC1)C1CC(=O)N(c2ccccc2)C1 (centres undefined) | -8% | ? | -4% | -18% | -8% | 0 | 47%[activator] | 11% | -14%
25 | Cc1ccc(C)c(NC(=O)CSC2=Nc3ccccc3N=C(c3ccc(F)cc3)C2)c1 | -13% | 21% | 15% | 22%[57.1 µM] | 0%[57.1 µM] | 1 | 9%[57 µM] | -2% | -18%
26 | Cc1cc(C)cc(NS(=O)(=O)CCCS(=O)(=O)Nc2cc(C)cc(C)c2)c1 | -1% | 3% | 5% | -6%[2.29 µM] | -2%[2.29 µM] | -1 | 7%[57 µM] | -3% | -23%
27 | COc1ccc(CCn2c(-c3ccco3)nc3nc4ccccc4nc32)cc1 | 34%[activator] | -8% | 6% | 1% | 19% | 0 | 22% | -9% | -19%
28 | COc1ccccc1C(=O)NNC(=O)c1ccc2ccccc2c1 | -1% | 3% | -4% | 19% | 0% | 3 | 22% | 6% | -22%
29 | Cc1ccccc1C(=O)NNC(=O)c1cc(S(=O)(=O)N2CCOCC2)ccc1C | 4% | 5% | -8% | -8% | -10% | 1 | 19% | 6% | 0%
30 | O=C(Nc1ccc(F)cc1F)C1CCCN1S(=O)(=O)c1ccc(-c2ccc(=O)[nH]n2)s1 (centres undefined) | 7% | -3% | -1% | 5% | 4% | 1 | 16% | -4% | -8%
31 | CC1(C)CCC(C)(C)NC(=S)N1 | -4% | -2%&-5% | -4%&3% | ? | -1% | -3&5 | 27% | 7%&-7% | -6%&-6%
32 | CCCN(CC(=O)Nc1ccccc1C)C(=O)c1ccc(OCC(=O)N2CCOCC2)c(OCC)c1 | -2% | -3% | 4% | 35% | 10% | 0 | 51%[activator] | -8% | -12%
33 | Cc1cccc(C(=O)NCC(=O)NCC2COc3ccccc3O2)c1 (centres undefined) | 2% | -3% | 3% | -9% | -10% | 1 | 10% | -1% | -15%
34 | CCOC(=O)N1CCN(C(=O)c2ccc3c(c2)N(Cc2ccccc2F)C(=O)c2ccccc2S3(=O)=O)CC1 | -1% | 2% | -6% | 27% | -1% | 0 | 13% | 1% | -20%
35 | COc1ccccc1/C=C/C(=O)OCC(=O)Nc1cc(C(F)(F)F)ccc1N1CCOCC1 | 18% | 5% | -2% | 14%[57.1 µM] | 6%[57.1 µM] | 4 | 16% | 4% | -14%
36 | COC(=O)C1=CNC=C(C(=O)OC)C1c1ccccc1Cl | 1% | 15% | 9% | ? | 650%[activator] | 10 | 63%[activator] | 0% | -19%
37 | CCN(CCCNC(=O)Cn1ncc2c([nH]c3ccccc32)c1=O)c1cccc(C)c1 | 28% | 8% | 0% | 32% | 6% | 3 | -19% | 2% | -19%
38 | COc1cc(/C=C(\C#N)c2nc3ccc(C)cc3[nH]2)ccc1OCc1ccc(C)cc1 | 36%[activator] | -5% | 1% | 1% | -7% | 1 | 28% | -5% | -13%
39 | C=CCn1c(SCn2nnc3ccccc3c2=O)nc2scc(-c3cccs3)c2c1=O | 4% | 10% | 3% | -2% | 3% | -3 | 17% | -2% | ?

Shown with two lines to a compound: part of the list above
Every second line gives: Pin1 inhibitor, GLS inh, IDH1 R132H inh, rTrxR1 inhibitor, TrxR1 substrate, PI4K2A block, HP1b chromo inh, Tb PGK inh, USP1-UAF1 inh
[31] CC1(C)CCC(C)(C)NC(=S)N1
 : -4%, -2%&-5%, -4%&3%, ?, -1%, -3&5, 27%, 7%&-7%, -6%&-6%
[32] CCCN(CC(=O)Nc1ccccc1C)C(=O)c1ccc(OCC(=O)N2CCOCC2)c(OCC)c1
 : -2%, -3%, 4%, 35%, 10%, 0, 51%[activator], -8%, -12%
[33] Cc1cccc(C(=O)NCC(=O)NCC2COc3ccccc3O2)c1 (centres undefined)
 : 2%, -3%, 3%, -9%, -10%, 1, 10%, -1%, -15%
[34] CCOC(=O)N1CCN(C(=O)c2ccc3c(c2)N(Cc2ccccc2F)C(=O)c2ccccc2S3(=O)=O)CC1
 : -1%, 2%, -6%, 27%, -1%, 0, 13%, 1%, -20%
[35] COc1ccccc1/C=C/C(=O)OCC(=O)Nc1cc(C(F)(F)F)ccc1N1CCOCC1
 : 18%, 5%, -2%, 14%[57.1 µM], 6%[57.1 µM], 4, 16%, 4%, -14%
[36] COC(=O)C1=CNC=C(C(=O)OC)C1c1ccccc1Cl
 : 1%, 15%, 9%, ?, 650%[activator], 10, 63%[activator], 0%, -19%
[37] CCN(CCCNC(=O)Cn1ncc2c([nH]c3ccccc32)c1=O)c1cccc(C)c1
 : 28%, 8%, 0%, 32%, 6%, 3, -19%, 2%, -19%

Compound activity (PubChem)
